CHO-K1 Ca antag = M1 antagonist counterscreen hit in parental CHO-K1 cells; ATP-induced calcium, Fluo-8 fluorescence; inhibition, % at 3 µM; 0.6% of 360,000 active; AID 602250;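 active means inhibition above a per-plate cutoff, the plate's mean sample inhibition plus 3 SD, cut at about 24% in these data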;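 further: 0% = DMSO plus EC80 ATP and 100% = DMSO alone without ATP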
CHO-K1 Ca ag = counter-screen for M1 agonists: effect in parental CHO-K1 cells. 0.48% of 360,000 active. activation, % at 3 µM. Fluo-8 calcium fluorescence; scaled to maximal ATP response, vehicle zero; in the data active means activation above about 15%;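 further: untransfected CHO-K1 host cells lacking M1 receptor as counterscreen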
TAAR1 antag = antagonists of human TAAR1 | Q96RJ0 | CHO RD-HGA16 TAAR1, Fluo-8 calcium fluorescence, antagonist | inhibition, % at 3 µM | 1.5% of 360,000 active;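 active means inhibition above a per-plate cutoff, the mean inhibition of test compounds on that plate plus 3 SD, cut at about 49% in these data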;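 further: 0% = DMSO plus EC80 beta-PEA response and 100% = DMSO alone without agonist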
Target sequence (Q96RJ0 whole entry, looked up): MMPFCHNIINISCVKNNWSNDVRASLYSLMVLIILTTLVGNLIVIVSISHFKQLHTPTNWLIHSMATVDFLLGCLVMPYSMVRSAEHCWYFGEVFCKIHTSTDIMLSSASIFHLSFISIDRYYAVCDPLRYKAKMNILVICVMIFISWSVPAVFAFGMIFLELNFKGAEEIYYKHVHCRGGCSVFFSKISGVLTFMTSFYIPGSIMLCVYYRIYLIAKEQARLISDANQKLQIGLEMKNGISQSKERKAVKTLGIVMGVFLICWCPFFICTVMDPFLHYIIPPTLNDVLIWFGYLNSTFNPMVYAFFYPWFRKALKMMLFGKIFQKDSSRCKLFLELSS
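Material: RD-HGA16 CHO cells with stable hTAAR1 and Gα16; Dosing: single nominal final test compound concentration of 3 µM; Schedule: seeding 17-24 h prior, 75-min 37 °C, 30-min RT dye loading; Detection: kinetic Fluo-8 calcium fluorescence measurement; Measure: % inhibition from peak post-agonist over basal fluorescence ratio; Benchmarks: vehicle and agonist controls.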
CHRM1 agonist = human M1 muscarinic receptor agonism | P11229 | CHO-K1 hM1, Fluo-8 calcium fluorescence, agonist mode; 0% DMSO, 100% acetylcholine EC100 | activation, % at 3 µM | 0.33% of 360,000 active;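 active means activation above the run's mean compound activation plus 3 SD, cut at about 16% in these data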;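 further: peak over basal fluorescence ratio within a 140 s kinetic read after compound addition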
Target sequence (P11229 whole entry, looked up): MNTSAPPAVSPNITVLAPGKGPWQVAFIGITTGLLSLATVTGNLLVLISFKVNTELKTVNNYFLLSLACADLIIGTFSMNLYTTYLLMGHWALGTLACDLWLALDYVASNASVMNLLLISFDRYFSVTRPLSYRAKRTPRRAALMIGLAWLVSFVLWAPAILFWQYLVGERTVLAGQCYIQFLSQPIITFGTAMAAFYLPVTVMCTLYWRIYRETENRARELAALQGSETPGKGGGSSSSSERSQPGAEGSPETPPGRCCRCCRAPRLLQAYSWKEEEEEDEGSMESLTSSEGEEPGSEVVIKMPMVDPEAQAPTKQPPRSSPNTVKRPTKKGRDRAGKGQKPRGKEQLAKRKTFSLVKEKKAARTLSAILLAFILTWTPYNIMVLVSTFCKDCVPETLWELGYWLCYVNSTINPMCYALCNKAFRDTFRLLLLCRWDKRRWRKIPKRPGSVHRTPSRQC
CHRM1 PAM = human CHRM1 positive allosteric modulation. activation, % at 3 µM. P11229. 0.088% of 360,000 active. CHO-K1 hM1, Fluo-8 calcium fluorescence, ACh EC20; 0% = ACh EC20, 100% = maximal ACh; in the data active means activation above about 19%, passing the limit was not always enough
M1 PAM parental = M1 PAM counterscreen hit in parental CHO-K1 cells | ATP EC20, Fluo-8 calcium fluorescence; 0% at ATP EC20, 100% at ATP max | activation, % at 3 µM | 0.02% of 360,000 active | AID 602247;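 active means activation above the run cutoff, the mean activation of all test compounds plus 3 SD, cut at about 40% in these data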;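 further: peak over basal fluorescence ratio in a 140 s read after ATP addition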
CHRM1 antagonist = blocks human M1 muscarinic receptor | P11229 | inhibition, % at 3 µM | CHO-K1 hM1, Fluo-8 calcium fluorescence, ACh EC80 antagonist | AID 588852 | 1.3% of 360,000 active;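 active means percent inhibition above its own plate's cutoff, namely the mean of that plate's compound wells plus 3 SD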;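 further: peak over basal fluorescence ratio during 140 s after agonist addition; 0% = ACh EC80 plus DMSO and 100% = DMSO alone without agonist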
TAAR1 ag = human TAAR1 agonism | Q96RJ0 | CHO RD-HGA16 TAAR1, Fluo-8 calcium fluorescence; vehicle wells 0%, saturating PEA agonist 100% | activation, % at 3 µM | 0.99% of 360,000 active | AID 624467;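 active means activation above the mean activation of all test compounds in the run plus 3 SD, cut at about 38% in these data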
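Benchmarks: low control DMSO, high control PEA (EC100); System: CHO RD-HGA16 cells carrying human TAAR1 plus Gα16; Detection: Fluo-8 fluorescence, 5 s baseline then 140 s kinetic read; Schedule: 17-24 h plating, Fluo-8 75 min 37 °C, 30 min RT; Read-out basis: % activation from peak over basal fluorescence ratio, DMSO-to-PEA scaled.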
CHO parental Ca = counter-screen: ATP calcium response change in parental CHO cells | parental CHO-K1, ATP-induced calcium, Fluo-8 fluorescence | inhibition, % at 5.6 µM | 0.63% of 330,000 active;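 active means inhibition above that plate's mean sample inhibition plus 3 SD, cut at about 26% in these data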;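 further: 0% = ATP-challenged DMSO wells and 100% = DMSO wells without ATP; some compounds past the cut are filed as inactive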
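Assay system – parental CHO cells · Reagent – ATP stimulus · Detection – intracellular calcium via Fluo-8 no-wash fluorescent dye · Evaluation – percent inhibition of ATP-evoked calcium rise, normalized to controls · Controls – ATP wells versus no-ATP DMSO wells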
The depositor's hits bear a star; · = not tested or not shown. Compounds were not picked by outcome; 4.4% or so of the library scored in one or more.

SMILES	CHO-K1 Ca antag	CHO-K1 Ca ag	TAAR1 antag	CHRM1 agonist	CHRM1 PAM	M1 PAM parental	CHRM1 antagonist	TAAR1 ag	CHO parental Ca
CC(C)CN(C(=O)c1ccc(C(F)(F)F)cc1)c1c(N)n(CC(C)C)c(=O)[nH]c1=O	-5	0.3	-13	1	-1	-11	-13	4	-8
CN1CCN(C(=O)c2ccc(CSc3nc4ccncc4n3Cc3ccc(F)cc3)cc2)CC1	1	-0.1	-3	-12	0	3	-4	2	-2
O=C1CCN(c2ccc([N+](=O)[O-])cc2F)CC1	7	0.5	-2	-5	4	11	-4	0	0
CCCCCNC(=O)C(C)Sc1ccc(Cl)cc1 (stereo not given)	-10	0.1	9	-12	6	8	-10	6	-16
O=C(NC1CCCCC1)c1ccccc1NC(=O)C1CC(=O)N(c2ccc(Cl)cc2)C1 (stereo not given)	0	0.4	-1	-3	1	6	8	15	-13
O=C(O)c1ccc(COc2ccc3c(c2)CCC3)cc1	-1	0.2	-2	-3	5	-2	-8	0	6
Cc1cccc(N2CCN(C(=O)CSCc3c(C)noc3C)CC2)c1C	4	9.0	·	0	-13	-3	17	·	46*
O=C(Nc1cccc(C(F)(F)F)c1)c1cc(-c2ccc(F)cc2)on1	-7	0.8	8	-5	-14	7	23	8	58*
O=C(O)C1CCCCC1C(=O)Nc1ccccc1C(=O)N1CCN(c2ccc(F)cc2)CC1 (stereo not given)	15	0.1	-10	-2	4	-13	1	2	-5
O=C(c1cc2c(s1)CCCC2)N1CCN(c2ccccc2)CC1	-10	1.0	14	-5	-3	5	5	2	-13
CC(C)c1ccc(NC(=O)C[n+]2ccn(C3=C([O-])c4ccccc4C3=O)c2)cc1	-3	18*	-4	-6	-8	-5	8	5	-11
CC1(C)OC2C(CO)OC(n3cnc4c(=S)nc(N)[nH]c43)C2O1 (stereo not given)	-3	0.3	·	-1	10	12	-6	·	·
OC(c1cc(Cl)cc(Cl)c1)c1ncc(-c2ccccc2C(F)(F)F)[nH]1 (stereo not given)	19	0.9	12	-2	-5	-10	8	16	·
CN(Cc1ccccc1)Cc1nc2c(c(=O)n(C)c(=O)n2C)n1CCc1ccccc1	-16	0.7	4	-2	-2	11	-10	3	-25
CN(C)c1nnnn1Cc1ccc(Cl)cc1Cl	1	-0.1	-9	-4	11	11	-13	0	1
COc1ccc(N2CCN(C(=O)NCc3ccc(OC)c(OC)c3)CC2)cc1	-13	2.5	-16	-1	8	14	-9	3	5
COc1ccc(CCN2CC(C(=O)NCc3cn(C)nc3C)CCC2=O)cc1 (stereo not given)	-6	0.4	-7	-1	-3	12	-2	5	·
CCN(CC)C(=S)NC(=O)c1ccc(Cl)cc1Cl	-2	1.2	-15	-3	2	6	3	0	-7
CCCn1c(SCC(=O)N(C)CC(=O)Nc2ccc(Cl)cc2)n[nH]c1=O	8	6.2	17	-2	-8	4	24	2	1
O=C(NCC(c1cccnc1)N1CCN(c2ccccc2)CC1)OCc1ccccc1 (stereo not given)	-9	4.7	2	-5	1	11	-8	5	-14
Cc1ccc(S(=O)(=O)NCc2ccc(N3CCN(C(=O)OC(C)(C)C)CC3)cc2)cc1	7	0.3	-12	0	7	-9	-10	0	-4
O=C(COc1ccccc1)NCC(=O)N/N=C/c1ccc(O)cc1O	-23	0.3	0	-2	7	20	-14	6	-10
Cn1cc(C(=O)N/N=C/c2ccc([N+](=O)[O-])cc2)c2ccccc21	-5	0.5	4	-2	14	9	-24	0	-13
O=c1[nH]c(-[n+]2ccccc2)c(/C=N/NC([S-])=Nc2ccccc2)s1	-8	1.1	7	0	5	17	-5	2	6
COc1ccc2[nH]c(=O)c(-c3nnn(-c4ccc(F)cc4)n3)cc2c1	16	-0.3	10	-4	-7	-24	16	19	-1
COc1cc(OC)c([N+](=O)[O-])cc1/C=N/NC(=O)c1ccncc1	-15	0.5	6	-5	11	0	-11	2	5
CC(=O)N1CCN(C(=O)c2cccc(S(=O)(=O)N3c4ccccc4CC3C)c2)CC1 (stereo not given)	10	-0.2	14	8	24	-22	-6	3	-4
C/C(=N\Nc1nncc2ccccc12)c1ccc(Cl)c([N+](=O)[O-])c1	-8	0.3	-5	-3	-5	-5	3	1	-9
Cc1ccn2c(CN3CCOCC3)c(-c3ccccc3)nc2c1	-2	0.4	12	-5	1	9	-1	0	-12
S=C(NCC1CCCO1)N1CCN(Cc2ccccc2Cl)CC1 (stereo not given)	-8	1.5	4	-2	11	10	-21	3	-5
N#Cc1ccc(C(=O)N2CCN(C(=O)C3CCCO3)CC2)cc1 (stereo not given)	-4	-0.2	4	-4	2	-13	2	5	-13
Cc1ccc(N(C)C(=O)c2ccc(CNc3c(N4CCC(C)CC4)c(=O)c3=O)cc2)cc1	8	0.3	23	-5	7	-10	-12	1	-1
CCCCn1nnnc1SCC(=O)Nc1cccc(C)n1	10	0.1	-6	-2	2	-1	-21	11	-4
CCCC(c1nnnn1C1CCCC1)N1CCN(C(=O)c2ccco2)CC1 (stereo not given)	-5	0.8	-7	-4	5	10	-2	5	-21
COc1cccc(CNC(=O)C2CCN(S(=O)(=O)c3ccc4c(c3)NC(=O)C(C)S4)CC2)c1 (stereo not given)	-6	5.2	-2	-3	-3	23	4	2	-1
N#CC1=C(N)S[C@@H](C(=O)c2ccc(F)cc2)[C@@H]1c1cccs1	5	1.3	11	-4	-14	-1	16	7	-10
COC(=O)c1cc2cc(Cl)ccc2nc1SC	5	0.1	-18	-3	0	-17	-1	7	-11
O=C(CSc1nc(O)c(C2CCCCC2)c(=O)[nH]1)Nc1ccccc1Cl	5	-0.2	-4	-1	7	-11	-9	0	-13
Fc1ccc(CN2CCCCCC2)c(F)c1	-4	0.9	9	-7	5	20	-6	5	-4
CCCN1CCN(C(=O)c2noc3c2COc2ccc(C)cc2-3)CC1	-11	5.5	7	3	-4	11	3	3	-7
COc1cc(-c2nc(Cc3c(F)cccc3Cl)no2)cc(OC)c1OC	-10	0.2	5	-6	3	7	-11	14	-14
O=C(NCCc1ccccc1)c1cc(S(=O)(=O)N2CCCCC2)c[nH]1	4	2.1	1	7	20	11	-18	5	·
O=C(O)c1ccc2c(c1)-c1cc(C(=O)O)ccc1S2(=O)=O	-11	0.1	-23	-2	-1	-3	0	0	-7
CCOc1ccc(/C=C2\SC(=S)N(NC(=O)c3ccncc3)C2=O)cc1OC	-10	1.3	-39	-3	13	22	-13	3	-15
COc1cc(C(=O)Nc2ccc(F)cc2Cl)ccc1OCC(=O)N1CCOCC1	5	0.1	-3	-1	-2	-19	-5	3	-16

Quoted at random: two records from the list.
SMILES	CHO-K1 Ca antag	CHO-K1 Ca ag	TAAR1 antag	CHRM1 agonist	CHRM1 PAM	M1 PAM parental	CHRM1 antagonist	TAAR1 ag	CHO parental Ca
CCCC(c1nnnn1C1CCCC1)N1CCN(C(=O)c2ccco2)CC1 (stereo not given)	-5	0.8	-7	-4	5	10	-2	5	-21
COc1cc(C(=O)Nc2ccc(F)cc2Cl)ccc1OCC(=O)N1CCOCC1	5	0.1	-3	-1	-2	-19	-5	3	-16

Remaining list, next part:
SMILES	CHO-K1 Ca antag	CHO-K1 Ca ag	TAAR1 antag	CHRM1 agonist	CHRM1 PAM	M1 PAM parental	CHRM1 antagonist	TAAR1 ag	CHO parental Ca
CN(Cc1nc2ccccc2c(=O)[nH]1)C(=O)COc1ccccc1Cc1ccccc1	-21	1.4	7	-1	5	5	4	8	-25
COc1ccccc1N1CCN(C(=O)c2ccccc2Oc2ccccc2)CC1	14	2.8	14	-2	-5	-2	11	12	-26
Cc1sc(NC(=O)Cc2ccc3c(c2)OCO3)nc1-c1ccc2c(c1)CCN2C(=O)c1ccc(F)cc1	-5	1.1	6	-1	-2	13	7	-2	6
COc1ccc(CN(CCN(C)C)Cc2ccccc2)c(OC)c1	2	0.5	-9	-7	14	7	-10	4	-6
CCC(C)(C)n1nnnc1C(c1ccc(C)cc1)N1CCN(Cc2cccnc2)CC1 (stereo not given)	-4	0.1	11	-6	9	18	-39	-2	-21
O=C(/C=C/c1ccc(S(=O)(=O)NCc2ccco2)cc1)NCc1ccccc1Cl	-5	2.1	0	-13	-6	8	-2	5	2
CC1CC(C)CN(C(=O)COc2ccc(-c3nnco3)cc2)C1 (stereo not given)	1	0.8	-2	-5	10	12	-7	2	-9
CCC/C=C(\CCC)C(NC(=O)OCC(C)C)c1ccc(C(=O)OC)cc1 (stereo not given)	-23	-0.3	6	-5	0	9	-17	4	-18
CC(=O)N[C@H]1[C@H]([C@H](O)[C@H](O)CO)O[C@](O)(C(=O)O)C[C@@H]1O	11	0.1	0	0	6	-7	-29	0	·
O=C(CC1SC(=NC2CCCCC2)NC1=O)Nc1ccccc1 (stereo not given)	-12	-0.5	9	-6	-6	-9	2	0	3
CC(C)c1ccc(/C=C/C(=O)N2CCCCCC2)cc1	-10	1.1	0	-7	3	24	-11	13	-17
O=C(N/N=C/c1cccc2ccccc12)c1ccc(CN2CCOCC2)cc1	-17	3.9	15	-4	5	7	-13	1	-11
COC(c1ccccc1)c1nnc(CCC(=O)N(C)CCc2ccccc2)o1 (stereo not given)	-8	1.5	5	-7	11	17	-5	2	-7
CC1CCc2c(sc3ncn(N)c(=N)c23)C1 (stereo not given)	-8	0.3	-3	-5	7	13	-15	-1	-8
COC(=O)c1c(NC(=O)CSc2nnc(-c3cccnc3)n2Cc2ccco2)sc(C)c1C	1	0.6	-21	-2	3	5	3	6	-23

Part of the list above, with values under each structure:
Every second line gives: CHO-K1 Ca antag | CHO-K1 Ca ag | TAAR1 antag | CHRM1 agonist | CHRM1 PAM | M1 PAM parental | CHRM1 antagonist | TAAR1 ag | CHO parental Ca
CCC(C)(C)n1nnnc1C(c1ccc(C)cc1)N1CCN(Cc2cccnc2)CC1 (stereo not given)
→ -4 | 0.1 | 11 | -6 | 9 | 18 | -39 | -2 | -21
O=C(/C=C/c1ccc(S(=O)(=O)NCc2ccco2)cc1)NCc1ccccc1Cl
→ -5 | 2.1 | 0 | -13 | -6 | 8 | -2 | 5 | 2

(continued)
SMILES	CHO-K1 Ca antag	CHO-K1 Ca ag	TAAR1 antag	CHRM1 agonist	CHRM1 PAM	M1 PAM parental	CHRM1 antagonist	TAAR1 ag	CHO parental Ca
Fc1ccc(C2=Nn3c(nnc3-c3n[nH]c4c3CCC4)SC2)cc1	-18	0.9	3	-3	9	25	-29	3	-10
COc1ccc(-c2cc(C(F)(F)F)nc(-n3cncn3)n2)cc1	-5	-0.2	-19	-2	4	4	-4	14	6
COc1ccccc1Nc1ncccc1[N+](=O)[O-]	7	-1.1	-18	-4	3	-6	-8	-3	-3
CCOC(=O)C1=C(C)OC(N)=C(C#N)C1C1CCCCC1 (stereo not given)	-15	0.1	34	-5	5	29	-15	7	-27
C#CC(CC)(CC)NC(=O)c1c(C)noc1C	-18	0.5	0	-4	7	-1	-5	14	-6
COc1ccccc1C1C(C#N)=C(N)N(c2cccnc2)C2=C1C(=O)CC(C)(C)C2 (stereo not given)	-1	0.2	16	-3	5	2	-4	7	-9
COc1ccc(CCNC(=O)CN2CCN(Cc3ccccc3F)C2=O)cc1OC	-6	0.3	15	-2	12	2	-17	1	-10
